High-throughput results deposited in PubChem by National Center for Advancing Translational Sciences (NCATS).
TRb-SRC2 inh = inhibitors of human thyroid hormone receptor beta-SRC2 interaction. Potency, µM (titrated, usually from 106 µM), for the others: at the highest dose activity change, negative = inhibition, hits mostly inhibitors. TRbeta-SRC2 peptide binding, fluorescence polarization; receptor liganded with 1 µM T3. P10828. actives 0.065% (n = 280,000);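 also: plate controls were bound peptide for no effect and peptide without receptor for full effect; nearly all actives have a fitted effect of over 50% in size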
Target sequence (P10828 whole entry, looked up): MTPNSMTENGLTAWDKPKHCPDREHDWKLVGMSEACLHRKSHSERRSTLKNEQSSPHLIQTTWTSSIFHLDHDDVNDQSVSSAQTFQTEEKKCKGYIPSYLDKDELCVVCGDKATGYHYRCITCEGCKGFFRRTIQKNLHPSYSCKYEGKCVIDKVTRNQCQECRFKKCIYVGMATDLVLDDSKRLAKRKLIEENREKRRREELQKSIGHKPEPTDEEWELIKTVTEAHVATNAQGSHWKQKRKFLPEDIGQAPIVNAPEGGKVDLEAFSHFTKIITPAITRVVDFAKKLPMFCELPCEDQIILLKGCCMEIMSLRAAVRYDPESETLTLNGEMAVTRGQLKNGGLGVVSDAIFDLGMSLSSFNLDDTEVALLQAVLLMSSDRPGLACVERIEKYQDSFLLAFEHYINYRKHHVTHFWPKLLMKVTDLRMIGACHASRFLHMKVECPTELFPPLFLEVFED
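A fluorescence polarization screen tested compounds at multiple concentrations against complex formation between 0.6 uM TRb ligand-binding domain and 20 nM Texas Red SRC2 peptide, with 1 uM T3 present; readout after 5 hr.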
Tau ThT inhib = blocks human tau fibril formation measured by thioflavin T; recombinant tau K18 P301L, heparin-induced fibrillization, ThT fluorescence; P10636; Potency, µM (series often up to 57.4 µM), for inactives: top-dose activity, negative = inhibition, actives largely listed as inhibitors; actives 2.1% (n = 270,000); AID 1460; also: % is scaled to controls: 0 for no effect and ±100 for the full control effect; nearly all actives have a fitted effect of over 55% in size
Target sequence (P10636 561-689 P618L limits assumed): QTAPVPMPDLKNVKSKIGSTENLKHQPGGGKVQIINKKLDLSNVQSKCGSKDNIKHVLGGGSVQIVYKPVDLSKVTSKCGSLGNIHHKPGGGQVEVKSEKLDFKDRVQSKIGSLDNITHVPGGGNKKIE
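Tau K18 P301L fragment (15 uM unlabeled plus 0.24 uM Alexa 594-labeled) in 100 mM sodium acetate pH 7 with compound, fibrillization induced by 20 uM heparin for 6 hr at 37 C. Thioflavin T (30 uM) added, fluorescence read after 1 hr (ex 450, em 510 nm).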
L3MBTL1 inh = blocks human L3MBTL1; AlphaScreen L3MBTL1–H3K9me1 peptide binding; Potency, µM (highest dose often 57.1 µM), inactives show at the highest dose activity, negative = inhibition, most hits filed as inhibitors; AID 485360; actives 0.66% (n = 230,000); also: % is scaled to controls: 0 for no effect and ±100 for the full control effect; nearly all actives have a fitted effect of over 60% in size
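Read-out is AlphaScreen signal from streptavidin donor and nickel chelate acceptor beads (10 ug/mL final each) bridging L3MBTL1 (50 nM) and biotinylated K9-monomethylated H3(1-15) peptide (75 nM), after 30 min compound exposure at room temperature.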
RECQ1 helicase = RECQ1 (human) helicase inhibition | RECQ1 DNA unwinding, red fluorescence kinetic read | Potency, µM (series often up to 57.3 µM), without a hit: at the highest dose activity, negative = inhibition, most hits filed as inhibitors | actives 0.54% (n = 240,000) | AID 2549;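 also: plate controls were vehicle for no effect and no enzyme for full effect; nearly all actives have a fitted effect of over 30% in size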
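50 nM RECQ1T1 preincubated 15 min with compound in Tris pH 8.0 buffer with MgCl2, DTT, Tween-20 and 2.5 ug/ml poly(dI-dC); started with 200 nM TAMRA/BHQ-2 forked duplex and 2 mM ATP. Unwinding read as fluorescence (525/598 nm), two reads 2 h apart.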
Tau fluor counter = counter-screen for tau fibril formation inhibitors; tau K18 P301L Alexa594 fluorescence, heparin fibrillization; Potency, µM (highest dose often 57.7 µM), inactives show top-dose activity change, negative = decrease; actives 0.93% (n = 280,000); AID 1463; also: % is scaled to controls: 0 for no effect and ±100 for the full control effect; nearly all actives have a fitted effect of over 55% in size
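Human tau K18 P301L (15 uM unlabeled, 0.24 uM Alexa 594-labeled) in 100 mM sodium acetate pH 7 with 20 uM heparin, 6 hr at 37 C. ThT 30 uM added, 1 hr ambient; Alexa 594 FP and total fluorescence read at 555/632 nm.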
HTT cytoprotect = Huntington cell model cytoprotection by ATP luminescence; PC12 HTT-Q103 induced, cytoprotection, ATP luminescence, 40 h; Potency, µM (doses to about 56.4 µM), for the others: cytoprotection (ATP increase), usual class: activators; AID 1471; actives 0.14% (n = 230,000);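 also: % of control where 0% means no effect; nearly all actives have a fitted effect of over 45% in size; toxic huntingtin expression switched on by the ecdysone agonist tebufenozide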
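Stable PC12 Q103-GFP cells in serum-supplemented, phenol red-free DMEM; induction by tebufenozide at 100 nM final; compound dose series; cell viability quantified luminescently from ATP.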
Tau FP inhib = tau fibrillization inhibition (FP). P10636. K18 P301L tau heparin fibrillization, Alexa594 FP, 6 h. Potency, µM (top dose mostly 57.7 µM), without a hit: at the highest dose activity, negative = inhibition, usual class: inhibitors. actives 0.39% (n = 280,000). AID 1468; also: % is scaled to controls: 0 for no effect and ±100 for the full control effect; nearly all actives have a fitted effect of over 55% in size
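Quantitative HTS format: compounds meet 15 uM recombinant K18 P301L tau and Alexa 594-tau tracer in 100 mM sodium acetate pH 7; 20 uM heparin triggers fibrillization at 37 C over 6 hr; FP gives the signal.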
TR SRC2 fluor cs = Texas Red fluorescence interference in TRb-SRC2 counter-screen. AID 1479. TRb/SRC2 Texas Red total fluorescence interference. Potency, µM (top dose mostly 106 µM), for the others: at the top dose fluorescence change, negative = quenching. actives 0.29% (n = 280,000); active = well fitted curve in either direction with a large enough effect; inconclusive = small, poorly fitted or top-dose-only effect; also: % is scaled to controls: 0 for no effect and ±100 for the full control effect
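Human TRb ligand-binding domain at 0.6 uM with 20 nM Texas Red SRC2 peptide in Tris buffer containing 1 uM T3 and 5% DMSO, incubated with compound 5 h at ambient temperature. Total fluorescence (555/632 nm) calculated as parallel + 2 × perpendicular.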
Active calls of the source: *; i = inactive; ? = inconclusive; . = no result given; [ ] = dose if it differs, or a comment. Unless noted, calls follow the shape of the dose curve; as a rule, active = well fitted curve in the direction sought with a large enough effect; inconclusive = small, poorly fitted or top-dose-only effect, or another doubt; inactive = no such curve, though single readings can be large; an effect the other way counts as inactive or inconclusive. Potency is read from the fitted curve at half-maximal effect.

Order of values: TRb-SRC2 inh	Tau ThT inhib	L3MBTL1 inh	RECQ1 helicase	Tau fluor counter	HTT cytoprotect	Tau FP inhib	TR SRC2 fluor cs
#1 CCn1cnc2cc(NCc3ccc(C)cc3)ccc21
→ -9%	?	.	21%	-24%	-22%	-5%	-4%
#2 CC(=O)Nc1cc(C)c(S(C)(=O)=O)c(C)c1
→ 1%	-2%	-1%	4%	2%	.	6%	0%
#3 Cc1ccc(-c2nnn(CC(=O)N(c3ccccc3F)C(C(=O)NC3CCCC3)c3ccco3)n2)o1 (centres undefined)
→ 4%	-9%	-3%	i	-2%	0%[10 µM]	-4%	-2%
#4 COc1ccc(Cc2nnc(SCC(=O)NCCc3ccccc3)o2)cc1
→ -3%	2%	2%	-9%	-3%	-6%[10 µM]	3%	-2%
#5 CCOc1ccccc1Oc1c(C)oc2cc(OC(=O)c3ccco3)ccc2c1=O
→ -1%	-16%	5%	-2%	-6%	-14%	3%	-2%
#6 Cc1cc(C(=O)NCc2ccccc2Cl)n(-c2ccccc2)n1
→ 2%	.	.	-9%	1%	-1%[10 µM]	4%	-2%
#7 CCCn1c(SCC(=O)Nc2nc(C)c(C(=O)OC)s2)nnc1C(C)C
→ 9%	-11%	8%	-17%	-7%	-18%	-13%	1%
#8 Cc1ccc(CN2c3ccccc3-c3nc(SCC(=O)Nc4c(C)cc(C)cc4C)ncc3S2(=O)=O)cc1
→ 9%	-4%	.	.	-21%	.	?	-2%
#9 CCOc1ccc(N2C(=O)c3n[nH]c(-c4cccs4)c3C2c2cccc(F)c2)cc1 (centres undefined)
→ 4%	-21%	.	.	?	.	?	3%
#10 Cc1n[nH]c(C)c1S(=O)(=O)N1CCC(C(=O)O)CC1
→ 2%	-4%	2%	1%	-1%	-17%	-1%	-1%
#11 C1=C(CCNCC2CC2)CCCC1
→ -13%	-4%	.	-15%	-5%	-20%	-8%	-1%
#12 Cc1cc(Cl)ccc1NC(=S)NCCCN1CCCC1=O
→ 4%	0%	10%	?	2%	25%[10 µM]	-7%	1%
#13 Cn1c(C(=O)OC(C(=O)NC2CCCCC2)c2ccccn2)cc2sccc21 (centres undefined)
→ -3%	-9%	-12%	-7%	-3%	3%[10 µM]	12%	0%
#14 COc1ccccc1C(=O)Oc1ccc2c(c1)O/C(=C\c1ccncc1)C2=O
→ 2%	?	7%	7%	-26%	-6%[1.9 µM]	?	-10%
#15 O=C(CCCc1nc2ccccc2s1)NC1CCOC1=O (centres undefined)
→ -9%	0%	-15%	i	-3%	-1%	1%	1%
#16 O=C(NC1CC1)c1cc(=O)c2ccccc2o1
→ 1%	8%	5%	i	-1%	-5%	2%	1%
#17 COc1ccc2ccccc2c1CN1CCN(C(=O)c2ccccc2)CC1
→ 8%	?	-3%	-9%	-10%	-23%	-10%	3%
#18 O=C(NC(=S)N1CCc2ccccc21)c1ccc(Br)o1
→ -5%	-11%	-15%	i	0%	3%[10 µM]	4%	-2%
#19 COc1ccc(S(=O)(=O)N/N=C(/C)c2cccc(NC(=O)c3ccccc3Cl)c2)cc1
→ -13%	-16%	0%	-6%	?	-15%	-8%	-2%
#20 CCCCCCCCCCSc1n[nH]c(NC(C)=O)n1
→ 4%	-2%	.	-2%	-1%	-1%	1%	1%
#21 Cc1nc2nc(-c3ccc(Cl)cc3Cl)nn2c(C)c1CCC(=O)Nc1ccc(F)cc1
→ 7%	1%	.	.	2%	.	3%	-1%
#22 CCn1c(=O)cc(SCC(=O)N(C)Cc2ccccc2)c2ccccc21
→ -17%	-21%	.	-1%	-16%	10%	-2%	0%
#23 CCCNC(=O)CN(c1ccccc1)S(=O)(=O)c1ccc(OC)c(OC)c1
→ -22%	1%	10%	-14%	-8%	7%[1.9 µM]	1%	1%
#24 Clc1ccc2nc(NCc3ccccc3)c3nncn3c2c1
→ 2%	-7%	.	.	-6%	.	-6%	0%
#25 Cc1cc(NC(=O)CS(=O)(=O)c2cn(Cc3cccc(F)c3)c3ccccc23)no1
→ 2%	?	.	2%	-23%	4%	7%	1%
#26 CN(CC(=O)Nc1cccc(F)c1)CC(=O)Nc1cccc(S(=O)(=O)N2CCCCCC2)c1
→ -5%	0%	-3%	3%	?	2%[10 µM]	-12%	0%
#27 N#Cc1ccc(/C=C(\C(=O)C(=O)O)c2ccc3ccccc3n2)cc1
→ 7%	?	.	18%	-1%	-12%[10 µM]	7%	-2%
#28 NS(=O)(=O)c1ccc(CNS(=O)(=O)c2cc(C(=O)O)ccc2Cl)cc1
→ 5%	0%	?	i	-1%	5%[10 µM]	-3%	2%
#29 CN(C)C(=O)C1(c2ccccc2)CCN(S(=O)(=O)c2ccccc2)CC1
→ -4%	-7%	0%	-4%	-5%	-6%	-5%	0%
#30 O=C(OCCOCCN=C1NS(=O)(=O)c2ccccc21)c1ccncc1
→ -6%	9%	-2%	-5%	6%	2%	2%	-2%
#31 Cc1cccc(NC(=O)CSc2nnc([C@@H]3CCCN3C(=O)OC(C)(C)C)o2)c1C
→ 1%	-11%	3%	i	-2%	-29%	-3%	-1%
#32 Cc1csc(C(=O)O)c1NC(=O)c1cccc([N+](=O)[O-])c1
→ -9%	9%	44%[activator]	i	12%	-14%[10 µM]	-9%	-5%
#33 OC1CCC(NC(=S)Nc2ccc(SC(F)F)cc2)CC1 (centres undefined)
→ 4%	-4%	.	i	-10%	-54%[inhibitor]	0%	-5%
#34 COCc1nc2cccnc2n1C1CCN(S(=O)(=O)N(C)C)CC1
→ 0%	1%	.	.	-5%	.	-2%	-2%
#35 Cc1ccnc2nc(C(=O)OCC(=O)Nc3ccc4c(c3)OC(F)(F)O4)nn12
→ -11%	0%	6%	i	1%	-4%	5%	1%
#36 NC(=O)c1ccsc1NC(=O)c1ccc2c(c1)CCCC2
→ 5%	?	-4%	-8%	?	.	?	-1%
#37 Cc1ccc(C)c(NC(=O)Cn2c(=O)n(Cc3nc(C)no3)c(=O)c3cc4c(cc32)OCO4)c1
→ -1%	6%	.	.	-6%	.	-4%	0%
#38 CCN(CC)C(=O)C1CCCN(C(=S)Nc2cccc3ccccc23)C1 (centres undefined)
→ -3%	-13%	6%	8%	-2%	-4%[10 µM]	4%	-6%
#39 CCCN(CCC)C(=O)c1cc([N+](=O)[O-])cc2c1-c1ccc([N+](=O)[O-])cc1C2=C(C#N)C#N
→ -1%	32µM*	-20%	-9%	?	-15%[10 µM]	?	-1%
#40 CCOC(=O)c1[nH]c2c(c1C)C(=O)CC(c1ccc(N(C)C)cc1)C2 (centres undefined)
→ -22%	?	-30%	-11%	-24%	-11%	13%	-2%
#41 CN(C)CC#Cc1cncc(C(=O)NNC(=O)Nc2ccc(Cl)cc2)c1
→ 1%	-11%	-1%	i	-10%	-4%[10 µM]	3%	-1%
#42 Cc1cc(C(=O)CSc2nnc(-c3ccccc3)n2C)c(C)n1C
→ 13%	-11%	21%[11.4 µM]	3%	-11%	-3%[10 µM]	-1%	4%
#43 CCOc1ccc(NC(=O)CN(C)S(=O)(=O)c2ccc3c(c2)c(=O)n(C)c(=O)n3C)cc1
→ 4%	-5%	.	.	-9%	.	-9%	-3%
#44 CCc1ccc(-n2cccc2/C=C2/C(=N)N3C(=NC2=O)SN=C3S(C)(=O)=O)cc1
→ 15%	?	?	35µM*	-21%	-31%[inhibitor]	-13%	-17%
#45 O=[N+]([O-])CC(=Nc1ccc(F)cc1)N/N=C\c1oc(O)c2ccccc12
→ -7%	.	.	i	-21%	6%[10 µM]	4%	1%

Reformatted tab-delimited: ten of the compounds above.
#	Structure	TRb-SRC2 inh	Tau ThT inhib	L3MBTL1 inh	RECQ1 helicase	Tau fluor counter	HTT cytoprotect	Tau FP inhib	TR SRC2 fluor cs
36	NC(=O)c1ccsc1NC(=O)c1ccc2c(c1)CCCC2	5%	?	-4%	-8%	?	.	?	-1%
37	Cc1ccc(C)c(NC(=O)Cn2c(=O)n(Cc3nc(C)no3)c(=O)c3cc4c(cc32)OCO4)c1	-1%	6%	.	.	-6%	.	-4%	0%
38	CCN(CC)C(=O)C1CCCN(C(=S)Nc2cccc3ccccc23)C1 (centres undefined)	-3%	-13%	6%	8%	-2%	-4%[10 µM]	4%	-6%
39	CCCN(CCC)C(=O)c1cc([N+](=O)[O-])cc2c1-c1ccc([N+](=O)[O-])cc1C2=C(C#N)C#N	-1%	32µM*	-20%	-9%	?	-15%[10 µM]	?	-1%
40	CCOC(=O)c1[nH]c2c(c1C)C(=O)CC(c1ccc(N(C)C)cc1)C2 (centres undefined)	-22%	?	-30%	-11%	-24%	-11%	13%	-2%
41	CN(C)CC#Cc1cncc(C(=O)NNC(=O)Nc2ccc(Cl)cc2)c1	1%	-11%	-1%	i	-10%	-4%[10 µM]	3%	-1%
42	Cc1cc(C(=O)CSc2nnc(-c3ccccc3)n2C)c(C)n1C	13%	-11%	21%[11.4 µM]	3%	-11%	-3%[10 µM]	-1%	4%
43	CCOc1ccc(NC(=O)CN(C)S(=O)(=O)c2ccc3c(c2)c(=O)n(C)c(=O)n3C)cc1	4%	-5%	.	.	-9%	.	-9%	-3%
44	CCc1ccc(-n2cccc2/C=C2/C(=N)N3C(=NC2=O)SN=C3S(C)(=O)=O)cc1	15%	?	?	35µM*	-21%	-31%[inhibitor]	-13%	-17%
45	O=[N+]([O-])CC(=Nc1ccc(F)cc1)N/N=C\c1oc(O)c2ccccc12	-7%	.	.	i	-21%	6%[10 µM]	4%	1%

These rows are one share of the data, so the mix of outcomes need not match the whole.
